CendR NRP1 mod = modulators of CendR peptide binding to NRP-1, primary screen, biochemical, fluorescence polarization, uHTS; Neuropilin-1 (Homo sapiens), O14786; FAM-RPARPAR peptide binding to NRP-1; inhibition, % at 25 µM; hit rate 0.85% among 360,000; AID 602438, 2012;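 active = inhibition or corrected inhibition above about 18%, plus a signal ratio from 0.5 to 1.5, limit read from the data, passing the limit was not always enough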; note: strong numbers were not always called active
Target sequence (O14786 whole entry, looked up): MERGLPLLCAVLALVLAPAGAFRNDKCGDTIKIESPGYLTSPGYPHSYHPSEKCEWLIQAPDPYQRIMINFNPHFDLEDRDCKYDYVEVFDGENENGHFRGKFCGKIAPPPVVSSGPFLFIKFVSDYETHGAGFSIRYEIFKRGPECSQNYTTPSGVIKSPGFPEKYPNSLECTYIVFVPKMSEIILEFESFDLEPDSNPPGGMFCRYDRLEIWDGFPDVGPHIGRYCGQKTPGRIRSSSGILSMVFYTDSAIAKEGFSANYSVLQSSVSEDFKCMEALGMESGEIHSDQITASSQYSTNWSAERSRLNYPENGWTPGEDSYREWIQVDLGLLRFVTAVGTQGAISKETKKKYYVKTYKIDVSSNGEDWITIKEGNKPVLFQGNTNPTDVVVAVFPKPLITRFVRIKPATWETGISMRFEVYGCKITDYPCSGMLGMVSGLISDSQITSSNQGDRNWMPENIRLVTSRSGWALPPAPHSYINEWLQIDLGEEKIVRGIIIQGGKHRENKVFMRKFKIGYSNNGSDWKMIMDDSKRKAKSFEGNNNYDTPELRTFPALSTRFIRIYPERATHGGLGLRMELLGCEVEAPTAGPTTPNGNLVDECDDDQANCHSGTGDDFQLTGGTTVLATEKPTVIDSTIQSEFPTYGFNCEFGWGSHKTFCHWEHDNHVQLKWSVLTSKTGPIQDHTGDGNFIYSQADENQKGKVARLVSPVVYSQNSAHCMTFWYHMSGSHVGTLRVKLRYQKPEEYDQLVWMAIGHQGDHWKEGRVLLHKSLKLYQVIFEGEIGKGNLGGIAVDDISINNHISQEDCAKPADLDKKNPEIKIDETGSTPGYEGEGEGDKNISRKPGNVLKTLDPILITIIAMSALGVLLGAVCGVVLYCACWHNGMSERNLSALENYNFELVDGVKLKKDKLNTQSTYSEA
FAS-TE inh = FAS thioesterase domain inhibitors, primary screen, biochemical, fluorescence intensity, uHTS | Fatty acid synthase (Homo sapiens), P49327 | recombinant FAS-TE, OMFH fluorogenic substrate, fluorescence endpoint | inhibition, % at 15 µM | hit rate 0.67% among 360,000 | AID 602261, 2012;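 active = compounds whose normalised, plate-corrected inhibition of enzyme fluorescence in the single-dose primary screen is 50% or more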;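 note: 0% = DMSO with enzyme and 100% = substrate without enzyme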
Tb MetRS inh = T. brucei MetRS inhibitors, primary screen, biochemical, luminescence; purified T. brucei MetRS, ATP depletion, Kinase-Glo luminescence; inhibition, % at 11.9 µM; hit rate 0.4% among 360,000; AID 624268, 2012;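 active = inhibition above a per-plate cutoff of the control wells' mean inhibition plus 3 SD, cut at about 5.5% in these data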;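 note: 0% = DMSO wells median and 100% = median of wells with control inhibitor compound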
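Material: T. brucei methionyl-tRNA synthetase, purified; reagent: substrates ATP, L-methionine and bulk Escherichia coli tRNA; dosing: 11.9 µM single point; timing: 15 min plus 2 h at 25 °C; detection: luminescence of leftover ATP; evaluation: % inhibition; control set: DMSO-only wells as low control; replicates: singlicate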
MT1-MMP act inh = blockers of MT1-MMP proenzyme processing, primary screen, HT1080 RFP-PRO-GFP cells, GFP/RFP fluorescence. GFP/RFP ratio fluorescence, overnight; percent of plate control window, DMSO zero. AID 651647, 2012. GFP/RFP ratio change, % at 20 µM. hit rate 0.061% among 360,000. Matrix metalloproteinase-14 (Homo sapiens), P50281;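 active = GFP/RFP ratio change of at least 30% with cell ATP level not reduced by more than half and red fluorescence within 50% of control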; note: strong numbers were not always called active
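Material – HT1080 RFP-PRO-GFP cells · Control set – DMSO wells and RFP-L50D-GFP cells · Incubation – overnight cell settling, then overnight compound exposure, 37 °C, 5% CO2 · Compound dosing – single-point 20 µM compound, 1% DMSO · Read-out – GFP/RFP fluorescence ratio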
eLon inh = inhibitors of E. coli Lon protease, primary screen, biochemical, fluorescence polarization | P0A9M0 | purified E. coli Lon protease | inhibition, % at 7.94 µM | hit rate 0.42% among 360,000; in the data active = inhibition above about 13%, passing the limit was not always enough;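 note: 0% = enzyme with probe and DMSO and 100% = no enzyme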
MsrA inh = bovine MsrA enzyme inhibitors, primary screen, biochemical, absorbance, HTS | Methionine sulfoxide reductase A (Bos taurus) | purified bovine MsrA, absorbance read-out | inhibition, % at 15.5 µM | hit rate 0.75% among 360,000; in the data active = inhibition above about 4.5%;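 note: 0% = vehicle wells with enzyme and 100% = reference inhibitor wells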
bovine MsrA act = bovine MsrA enzyme activators, primary screen, biochemical, absorbance, HTS. hit rate 0.3% among 360,000. Methionine sulfoxide reductase A (Bos taurus). AID 602163, 2012. purified bovine MsrA, absorbance read-out. activation, % at 10.6 µM; in the data active = activation above about 7.5%;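 note: 0% = vehicle and 100% = reference activator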
PABP1 MLLE inh = inhibitors of PABP1 MLLE–PAM2 peptide binding, primary screen, biochemical, fluorescence polarization, FITC-PAM2, GST-MLLE; hit rate 0.36% among 360,000; Polyadenylate-binding protein 1 (Homo sapiens), P11940; inhibition, % at 20 µM; in the data active = inhibition above about 35%, passing the limit was not always enough;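 note: plate controls were DMSO wells with GST-MLLE for no effect and wells lacking GST-MLLE protein for full effect; some results filed as inactive read as strong as hits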
SKN-1 block = suppressors of acrylamide-induced Pgst-4::GFP reporter in worms, primary screen, SKN-1 inhibitor project, whole organism, uHTS, GFP/RFP fluorescence ratio, strain VP596; C. elegans VP596 Pgst-4::GFP/RFP ratio, 24 h; inhibition, % at 21.8 µM; hit rate 0.49% among 360,000; AID 624304, 2012;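 active = interference check ratio from 0.5 to 1.5 plus GFP to RFP signal ratio inhibition reaching or exceeding a fixed threshold, cut at about 30% in these data, passing the limit was not always enough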; note: some compounds called inactive have numbers as strong as hits
* hit, by the source's call; / = no result given; + = active, no number.

SMILES	CendR NRP1 mod	FAS-TE inh	Tb MetRS inh	MT1-MMP act inh	eLon inh	MsrA inh	bovine MsrA act	PABP1 MLLE inh	SKN-1 block
CC1CC(C)CN(C(=O)CSC2=Nc3ccccc3C3=NC(Cc4c[nH]c5ccccc45)C(=O)N23)C1 (stereo unspecified)	2	5	0.4	-4	8	/	4	-11	9
Cc1ccccc1N1CC(C(=O)N2CC(C)CC(C)C2)CC1=O (stereo unspecified)	2	-4	-0.3	-4	3	-0.3	-3	0	6
COc1cccc(OC)c1C(=O)NC(C)c1ccccc1 (stereo unspecified)	11	-9	-1.1	-5	-7	-0.1	-2	4	-16
COc1ccccc1-c1cccc(-c2nc(C(=O)N3CCCCC3)cc3c2[C@H](CCO)N(S(=O)C(C)(C)C)C3)c1 (stereo partly specified)	0	-6	0.2	6	-6	-1.3	-4	7	13
COCC(=O)Nc1nnc(-c2cccs2)s1	16	-14	-1.0	4	-4	0.5	-13	-4	-3
O=C(OCC(=O)N1CCCC1=O)C1CCN(S(=O)(=O)c2c(Cl)cccc2Cl)CC1	16	3	-0.9	2	5	-0.7	-7	9	-10
O=C(CSc1nnc(-c2ccc(O)cc2)o1)Nc1ccc2c(c1)OCCO2	3	-2	-0.8	3	4	0.5	1	-10	14
COc1cccc2c1C(=O)c1c(O)c3c(c(O)c1C2=O)CC(O)(C(=O)CO)CC3OC1CC(N(C)C)C(O)C(C)O1 (stereo unspecified)	145	-128	-0.3	-19	+	0.7	-2	188	83
COc1ccc(C(=O)COC(=O)c2cc(S(=O)(=O)NCc3ccccc3)ccc2O)cc1	-5	20	-1.1	-4	10	-0.2	-2	-5	6
COCCN(C(=O)COC(=O)c1ccc(Cl)nc1)c1c(N)n(Cc2ccccc2)c(=O)[nH]c1=O	-9	-6	-0.4	1	-4	-1.3	-2	-5	-2
O=C(O)CSc1nc(-c2ccc(Cl)cc2)nc2c1oc1ccccc12	-47	18	-0.3	-5	4	1.1	-2	9	8
Cn1c(CCC(=O)OCC(=O)NCc2ccc3c(c2)OCO3)nc(=O)c2ccccc21	2	-6	0.3	-1	-6	2.3	-2	5	2
CCC(CC)C(=O)Nc1cccc(C(=O)Nc2ccc3c(c2)OCO3)c1	-5	2	-0.6	-1	8	-0.7	-1	1	15
CCN(CC)CC(=O)NC1CCCc2c1cnn2-c1cc(F)cc(F)c1 (stereo unspecified)	4	-7	0.0	-1	0	1.1	-2	11	18
O=C(Nc1cc(C(F)(F)F)ccc1Cl)c1ccc(NC(=O)C(F)(F)F)cc1	-13	14	-1.4	-4	3	2.3	-12	10	3
Cc1cccc(NC(=O)CSCC(=O)Nc2ccccc2N2CCCC2)c1	-10	3	-0.4	0	14	0.8	-2	17	4
COc1cccc(NC(=O)c2nc(S(C)(=O)=O)ncc2Cl)c1	7	18	0.8	-5	0	1.2	-5	14	4
C=CCn1c(SCC(=O)Nc2ccccc2)nc2scc(-c3cccs3)c2c1=O	-9	16	-1.0	-11	7	-0.7	-12	11	-6
CCc1ccc(NC(=O)CSc2nnc(Cc3cccn3C)n2-c2ccc(OC)cc2)cc1	2	10	0.5	-3	2	0.0	2	-8	6
CC1CCN(Cc2c(O)ccc3c2O/C(=C\c2ccco2)C3=O)CC1	18	-12	0.5	-39	1	/	-5	63	5
Cc1cc(C)cc(NC(=O)Cn2cc(C=O)c3ccccc32)c1	0	3	1.8	3	-9	-0.9	-1	5	9
OC(COc1ccc2c(c1)OCO2)CN1CCc2ccccc2C1 (stereo unspecified)	1	-7	-0.3	-1	-7	2.3	-2	5	2
O=C(Nc1ccc2c(c1)OCO2)c1csc([C@H]2C[C@H](O)[C@@H](CO)O2)n1	-3	-12	-0.4	2	5	-0.4	-6	-10	11
CCOC(=O)COn1c(=O)c(-c2ccc(C)cc2)[n+]([O-])c2ccccc21	4	-2	-0.5	-1	8	-1.2	-9	-4	-2
COc1ccc(-c2ccnc(-c3ccc(O)cc3)n2)cc1	5	8	-1.2	-5	2	0.5	-9	-12	9

A few values from the entries so far:
For MsrA inh, `Cc1ccccc1N1CC(C(=O)N2CC(C)CC(C)C2)CC1=O` (stereo unspecified) is listed with -0.3
For MT1-MMP act inh, `CC1CCN(Cc2c(O)ccc3c2O/C(=C\c2ccco2)C3=O)CC1` is listed with -39
For Tb MetRS inh, `CCOC(=O)COn1c(=O)c(-c2ccc(C)cc2)[n+]([O-])c2ccccc21` is listed with -0.5

New compounds follow.
SMILES	CendR NRP1 mod	FAS-TE inh	Tb MetRS inh	MT1-MMP act inh	eLon inh	MsrA inh	bovine MsrA act	PABP1 MLLE inh	SKN-1 block
Cc1nn(C)c(C(=O)NC(=S)Nc2ccccc2Br)c1Cl	-5	18	-0.5	-3	0	-0.4	-2	40	9
CCCS(=O)(=O)C(=C(Nc1ccccc1)Nc1ccccc1)S(=O)(=O)CCC	6	-10	-1.2	8	-1	0.4	-9	-3	0
CC1(C)CC(=O)C=C(c2ccccc2-c2ccc3cc[nH]c3c2)C1=O	-6	6	-1.0	0	12	0.4	-3	3	6
CCN(CC)CC(=O)NN(Cc1ccccc1)c1ccccc1	6	-6	-0.1	-3	-3	-0.4	-2	-9	10
COc1cc(/C=C2\Oc3ccc(C#Cc4ccc(O)cc4)cc3C2=O)cc(OC)c1	-1	3	-0.4	-33	-5	/	-4	-6	-11
CCCC(=O)N(c1ccc(OCC)cc1)C1C=CS(=O)(=O)C1 (stereo unspecified)	-14	-10	-0.2	3	-7	0.9	-2	-7	-2
CC(=O)c1ccc(-c2ccccc2OC(F)(F)F)o1	8	4	-0.4	-1	-4	-0.1	-2	8	-6
CC(C)Cc1nnc(NC(=O)c2ccncc2)s1	4	-15	-1.1	-3	0	1.1	-12	-15	-15
CCc1nccn1CCC(=O)N1CCCC(N2CCN(c3ccccc3C)CC2)C1 (stereo unspecified)	-1	-5	-0.5	1	7	0.1	-5	-2	12
NC(=O)c1ccccc1N1CCCCC1	-6	-5	-0.3	-4	1	-0.3	-3	5	-2
Cc1ccc(S(=O)(=O)Nc2nccs2)cc1[N+](=O)[O-]	-2	-2	-0.5	-3	2	0.3	-2	23	1
C=CCn1c(O)c(N=NC(=S)Nc2ccc(OC)cc2)c2ccccc21	2	30	-1.1	6	4	-0.9	-13	34	-7
O=C(COC(=O)c1ccc[nH]c1=O)NCCc1ccc(Cl)cc1Cl	-1	-5	-0.2	4	0	1.2	-4	6	5
CCCN1CCN(C(c2cc3cc4c(cc3[nH]c2=O)OCO4)c2nnnn2C(C)(C)C)CC1 (stereo unspecified)	-9	-8	-0.9	2	-1	0.7	-3	8	21
O=C(Cc1cccs1)Nc1ccc(F)c(F)c1	8	-2	-1.8	1	0	0.5	-3	-4	13
O=C(c1cccnc1)N1CCC2CC1c1c(Cl)cccc12 (stereo unspecified)	-3	-8	-2.3	4	3	1.1	-8	-13	-14
COc1ccc(C(=O)N2CCN(S(=O)(=O)N3CCOCC3)CC2)cc1OC	-4	0	-1.0	0	-2	0.6	-2	-1	34
Cc1ccccc1CNC(=O)c1ccc2sc([C@H]3C[C@H](O)[C@@H](CO)O3)nc2c1	-2	-4	0.1	2	-3	-0.4	-1	11	39*
COc1ccc(C(=O)/C=C/c2ccc(OC)c(COc3ccccc3F)c2)cc1	9	15	-0.7	-7	5	0.2	1	-25	-2
CSc1ccccc1NS(=O)(=O)c1cccc2nonc12	7	-5	-0.5	-3	-6	-1.0	-1	-2	2
C=CCn1cnc2sc(C(=O)Nc3ccccc3OC)c(C)c2c1=O	-2	-6	0.3	-1	4	-0.5	-3	-5	7
CCOC(=O)Cc1nnc(Nc2ccc(C(=O)NC)cc2)c2ccccc12	3	-4	-0.3	1	-2	4.2	-1	-3	-7
COc1ccccc1N1CCN(/N=C/c2ccc(OC)c(OC)c2OC)CC1	0	11	-1.2	6	-3	1.1	-10	3	-3
Cc1ccc(C)c(NC(=O)c2cc3ccccn3n2)c1	5	-2	-1.1	4	-3	0.1	-6	6	2
O=C(CSc1cccc[n+]1[O-])NCC1CCCCC1	-3	-4	-1.1	0	-2	-0.9	-14	3	-14

Fetched by structure from the list above, two records:
SMILES	CendR NRP1 mod	FAS-TE inh	Tb MetRS inh	MT1-MMP act inh	eLon inh	MsrA inh	bovine MsrA act	PABP1 MLLE inh	SKN-1 block
CCCS(=O)(=O)C(=C(Nc1ccccc1)Nc1ccccc1)S(=O)(=O)CCC	6	-10	-1.2	8	-1	0.4	-9	-3	0
CCCC(=O)N(c1ccc(OCC)cc1)C1C=CS(=O)(=O)C1 (stereo unspecified)	-14	-10	-0.2	3	-7	0.9	-2	-7	-2

The list goes on.
SMILES	CendR NRP1 mod	FAS-TE inh	Tb MetRS inh	MT1-MMP act inh	eLon inh	MsrA inh	bovine MsrA act	PABP1 MLLE inh	SKN-1 block
O=C(NCc1ccc2c(c1)CCO2)Nc1cccc(C(F)(F)F)c1	-11	19	-0.8	10	-3	0.1	-11	2	-9
CN1C2CCC1CC(NS(=O)(=O)c1ccc(C#N)cc1)C2 (stereo unspecified)	9	-4	-0.3	-5	0	1.6	-3	-1	7
COC(=O)C1=C(C)NC(C)=C(C(=O)OCC(C)C)C1c1ccccc1[N+](=O)[O-] (stereo unspecified)	-13	12	-0.4	2	-11	-0.5	-1	31	-10
O=C(NC(=S)NCc1ccncc1)c1ccccc1	12	-6	-1.1	0	5	0.6	-12	-78	-23
CCOc1ccc(S(=O)(=O)NCCCn2ccnc2)cc1NC(C)=O	-18	-3	-0.4	5	2	0.1	-3	-5	15
COc1ccc(/C(=C\Nc2ccc(C)c(C)c2)C(C)=O)cc1OC	1	2	-0.8	4	-13	0.3	-6	-6	-6
CCCN=C1N(CC)C[C@@H]2[C@@H]3C(=O)N(Cc4ccccc4)C(=O)[C@@H]3[C@](C)(C(=O)OC)N12	-17	-8	0.5	6	-4	-1.2	0	-6	2

Full records as entered above.
Profile of COc1ccc(/C(=C\Nc2ccc(C)c(C)c2)C(C)=O)cc1OC → CendR NRP1 mod: 1; FAS-TE inh: 2; Tb MetRS inh: -0.8; MT1-MMP act inh: 4; eLon inh: -13; MsrA inh: 0.3; bovine MsrA act: -6; PABP1 MLLE inh: -6; SKN-1 block: -6
Profile of CCCN=C1N(CC)C[C@@H]2[C@@H]3C(=O)N(Cc4ccccc4)C(=O)[C@@H]3[C@](C)(C(=O)OC)N12 → CendR NRP1 mod: -17; FAS-TE inh: -8; Tb MetRS inh: 0.5; MT1-MMP act inh: 6; eLon inh: -4; MsrA inh: -1.2; bovine MsrA act: 0; PABP1 MLLE inh: -6; SKN-1 block: 2
Profile of CCOc1ccc(S(=O)(=O)NCCCn2ccnc2)cc1NC(C)=O → CendR NRP1 mod: -18; FAS-TE inh: -3; Tb MetRS inh: -0.4; MT1-MMP act inh: 5; eLon inh: 2; MsrA inh: 0.1; bovine MsrA act: -3; PABP1 MLLE inh: -5; SKN-1 block: 15

Bioassay records from PubChem.
